ERp5 inh = inhibitors of ERp5-driven insulin aggregation, primary screen, biochemical, turbidity, absorbance 650 nm, single point; 90 min; inhibition, % at 9.99 µM; 0.05% of 350,000 active; AID 651711, 2012;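 active = mean replicate inhibition above about 25%, with every replicate also reaching it, limit read from the data, passing the limit was not always enough; inconclusive = only one of those two criteria met; inactive = neither criterion met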
esBAF inh = Bmi1 luciferase reporter increase in mESCs, primary screen, esBAF inhibitor project, mouse ES cells, Bmi1 luciferase knock-in, single point. 24 h; 100% = twice the neutral-well signal. reporter increase, % at 12.5 µM. 2% of 350,000 active. AID 602393, 2012; in the data active = activation above about 40%; inconclusive = no clear call, values can overlap the other calls;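 note: 0% = median of the plate's neutral control wells and 100% = double that signal; a rise in the Bmi1 reporter signal indicates esBAF inhibition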
Xi reactivation = activators of inactive X chromosome reactivation, primary screen, imaging, XiGFP fibroblasts, GFP high-content imaging, set 2. XiGFP mouse fibroblasts, % GFP-positive cells imaging, 3 d; cells co-treated with 5-aza-dC sensitizer; scaled so ellipticine positive control = 100%. activation, % at 7.58 µM. 0.055% of 360,000 active. AID 743238, 2013;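 active = mean normalized replicate activation at least 10% and every replicate at or above 10%; inconclusive = only one of the two criteria met; inactive = mean below 10% and not all replicates reach 10%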;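 note: 0% = median of on-plate neutral control wells and 100% = ellipticine 6 µM median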
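System: 68-5-11 XiGFP fibroblast line | Buffer or medium: DMEM containing 5-aza-dC | Compound: Single point | Times: Compounds 3 days, fix/stain 15 min at room temperature | Benchmarks: Positive control ellipticine, 6 µM final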
S100A4 MyoIIA = inhibitors of S100A4-myosin IIA peptide binding, primary screen, biochemical, fluorescence polarization, TAMRA-MyoIIA peptide; Protein S100-A4 (Homo sapiens), P26447; inhibition, % at 10.7 µM; 0.14% of 360,000 active;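 active = mean inhibition of at least 70% across replicates, with every replicate also reaching that level; inconclusive = mean inhibition reaches 70% but some replicates fall short; inactive = mean inhibition below 70%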
Target sequence (P26447 whole entry, looked up): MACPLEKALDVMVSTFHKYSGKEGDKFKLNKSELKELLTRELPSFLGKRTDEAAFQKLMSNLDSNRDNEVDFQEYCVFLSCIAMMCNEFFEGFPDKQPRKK
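Material: S100A4 monomer protein | Medium: HEPES pH 7.2 with CaCl2, KCl, NaCl, DTT, Triton | Reagent: Labelled myosin peptide probe, 5 nM | Doses: One dose per compound | Times: 5 min incubation before reading | Benchmarks: Neutral control DMSO, positive control TFP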
E-sel inducer = E-selectin induction in HUVECs, primary screen, imaging, HUVEC, immunofluorescence imaging, single point; normalized: neutral wells 0, TNF-alpha wells 100; 0.37% of 260,000 active; activation, % at 7.58 µM; P16581;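 active = mean E-selectin-positive cell signal at least 10% of the positive control, reached in at least 60% of replicates, without over 20% cell loss; inconclusive = no rule given, readout overlaps actives, possibly toxicity-flagged; inactive = the rest, including those meeting only one limit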;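 note: in these data hits start at about 27%; measured in HUVEC primary endothelial cells; signal is the percent of cells scored E-selectin positive by PE staining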
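Assay system: HUVEC primary endothelial cells. Input: 3,000 HUVEC seeded per well. Doses: one compound dose added by pin transfer. Read-out basis: % PE-positive cells. Benchmarks: TNF-alpha high, DMSO low. Detection: immunofluorescence imaging. Buffer or medium: EGM-2, gelatin.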
RAD52 anneal inh = RAD52 DNA annealing inhibitors, primary screen, biochemical, FRET, single point, set 2 | recombinant RAD52 DNA annealing, FRET fluorescence | inhibition, % at 18.7 µM | 0.46% of 360,000 active | AID 651710, 2012;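 active = every replicate showing at least 50% inhibition; inconclusive = mean inhibition at least 50% but not in every replicate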
ERAP1 HTS inh = human ERAP1 aminopeptidase inhibitors, primary screen, biochemical, single point, plate reader | Endoplasmic reticulum aminopeptidase 1 (Homo sapiens), Q9NZ08 | recombinant ERAP1, Leu-AMC fluorescence, 60 min | inhibition, % at 10.7 µM | 0.15% of 340,000 active | AID 652197, 2013;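 active = mean replicate inhibition of at least 30%, or all replicates individually reaching that 30% level; inactive = mean below 30% and not every replicate reaching it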;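 note: 0% = neutral control wells and 100% = L-leucinethiol positive control wells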
Target sequence (Q9NZ08 whole entry, looked up): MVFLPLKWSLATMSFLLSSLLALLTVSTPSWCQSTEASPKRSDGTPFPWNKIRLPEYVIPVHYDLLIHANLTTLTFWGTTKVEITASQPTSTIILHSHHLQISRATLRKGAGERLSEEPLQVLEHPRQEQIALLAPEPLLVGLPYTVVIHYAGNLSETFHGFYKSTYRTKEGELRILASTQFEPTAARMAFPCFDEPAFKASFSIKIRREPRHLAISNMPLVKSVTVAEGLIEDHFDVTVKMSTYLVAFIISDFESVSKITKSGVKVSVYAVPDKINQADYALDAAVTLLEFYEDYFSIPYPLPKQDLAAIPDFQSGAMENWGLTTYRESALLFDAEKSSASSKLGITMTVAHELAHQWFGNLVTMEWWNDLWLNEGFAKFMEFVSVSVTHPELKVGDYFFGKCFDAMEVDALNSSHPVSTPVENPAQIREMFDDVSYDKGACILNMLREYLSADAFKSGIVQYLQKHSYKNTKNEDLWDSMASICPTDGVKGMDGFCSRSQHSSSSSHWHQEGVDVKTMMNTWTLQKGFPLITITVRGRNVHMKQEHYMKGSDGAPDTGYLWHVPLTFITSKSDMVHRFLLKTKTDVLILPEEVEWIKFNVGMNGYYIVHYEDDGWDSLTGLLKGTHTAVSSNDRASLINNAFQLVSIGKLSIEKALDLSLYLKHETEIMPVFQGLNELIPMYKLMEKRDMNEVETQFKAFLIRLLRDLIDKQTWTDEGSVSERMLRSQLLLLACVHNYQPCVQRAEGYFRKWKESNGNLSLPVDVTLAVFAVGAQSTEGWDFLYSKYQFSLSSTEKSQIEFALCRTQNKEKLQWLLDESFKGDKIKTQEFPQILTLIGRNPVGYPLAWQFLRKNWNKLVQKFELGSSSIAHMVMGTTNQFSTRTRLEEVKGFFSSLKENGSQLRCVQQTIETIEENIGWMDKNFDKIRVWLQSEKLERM
RAD54 inh = inhibitors of human RAD54 branch migration, primary screen, biochemical, fluorescence, single point; DNA repair and recombination protein RAD54-like (Homo sapiens), Q92698; RAD54 Holliday junction branch migration, FAM/BHQ fluorescence; inhibition, % at 10.4 µM; 0.14% of 360,000 active;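 active = mean normalized replicate activity at least 40 and at least half of replicates scoring 40 or more; inconclusive = only one of the two criteria met; inactive = mean below 40 and under half of replicates reaching 40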;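 note: 0% = median of neutral control wells and 100% = median of positive control wells; inhibitors cause a drop in the FAM fluorescence signal; in these data hits start at about 50%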
* hit, by the source's call; ? = inconclusive; / = not tested or not shown; & = joins results of further samples. Rows were taken by chance. About 2.5% of those tested had a hit in this group.

SMILES | ERp5 inh | esBAF inh | Xi reactivation | S100A4 MyoIIA | E-sel inducer | RAD52 anneal inh | ERAP1 HTS inh | RAD54 inh
N#CC(C(=O)NC1CCCCC1)=C1CCCCCC1 | 4 | / | 0.1 | -4 | / | -4 | 4 | -13
CC(Oc1ccccc1)C(=O)Nc1ccc(NC(=O)c2ccccc2)cc1 (stereo unspecified) | 3 | -7 | 0.3 | -3 | 2.0 | -24 | -1 | -5
CSc1ccc(/C=N/N2CCN(Cc3ccccc3)CC2)cc1 | 0 | 16 | 0.0 | 4 | / | -11 | 13 | 0
Cc1cccc(NC(=O)CS(=O)(=O)c2cn(CC(=O)N3CCOCC3)c3ccccc23)c1 | -5 | -3 | -0.2 | -4 | -0.9 | -14 | / | 1
COCCSc1nc2c(c(=O)[nH]c(=O)n2C)n1Cc1cccc(C)c1 | 0 | 9 | 0.0 | -2 | -0.1 | -11 | 2 | -7
CCCc1cc(=O)[nH]c(SCC(=O)Nc2ccc(S(=O)(=O)N3CCCC3)cc2)n1 | -9 | -2 | 0.1 | 1 | 0.4 | -15 | -8 | -8
Cc1cc(S(=O)(=O)NCc2ccccc2)ccc1OCC(=O)NCC1CCCO1 (stereo unspecified) | -3 | 0 | 0.0 | 0 | -1.2 | -10 | -2 | 0
CC1CCC(NC(=O)COC(=O)C2=NN(c3ccccc3)C(=O)CC2)CC1 (stereo unspecified) | -8 | -14 | 0.1 | -1 | / | -4 | -2 | -9
CCC(C)NS(=O)(=O)c1ccc(S(=O)(=O)N2CCCC3(CCCCC3)C2)cc1 (stereo unspecified) | 1 | -9 | / | 5 | / | 2 | 2 | 9
CCOC(=O)C1=C(CN2CCSCC2)NC(=O)NC1c1cccc([N+](=O)[O-])c1 (stereo unspecified) | 5 | 5 | 0.0 | 1 | 6.2 | -4 | -3 | /
COc1ccc(CCNC(=O)CSc2nc3[nH]ncc3c(=O)[nH]2)cc1OC | 8 | / | 0.2 | 3 | / | -9 | -2 | /
Cc1ccc(S(=O)(=O)N[C@@H]2CC[C@H](CCNC(=O)Cc3ccccn3)O[C@@H]2CO)cc1 | 0 | 3 | 0.4 | -4 | 1.2 | -25 | -1 | -3
O=C(NCCC1CCCCN1S(=O)(=O)c1ccccc1)C(=O)Nc1ccccc1F (stereo unspecified) | 2 | / | 0.5 | 7 | / | -14 | 0 | -1
CC1(c2nc3ccccc3cc2C#N)OCCO1 | 3 | / | -0.1 | -2 | 1.0 | 8 | 0 | /
CC(NC(=O)c1ccc(F)cc1)c1ccc(F)cc1 (stereo unspecified) | -1 | / | 0.0 | 1 | / | -18 | 1 | /
CC1CCC2(CC1)NC(=O)N(Cc1cccc(C(F)(F)F)c1)C2=O (stereo unspecified) | 2 | / | 0.0 | -3 | 7.9 | -1 | -10 | /
CN1C2CC(OC(=O)C(CO)c3ccccc3)CC1C1OC12 (stereo unspecified) | -3&-2&2 | -2&-3&1 | -0.1&-0.1&0.1 | -1&1&-1 | 0.3&0.5&0.9 | 4&5&-7 | 2&-2&1 | ?
C[C@@H]1CN([C@H](C)CO)C(=O)c2cc(NC(=O)NC3CCCCC3)ccc2O[C@@H](C)CCCCO[C@@H]1CN(C)S(=O)(=O)c1ccc(Cl)cc1 | 4 | 0 | -0.2 | -13 | 0.0 | -5 | 0 | 7
O=C(C[C@@H]1C[C@@H]2c3cc(NC(=O)C4CCOCC4)ccc3O[C@@H]2[C@H](CO)O1)NCc1ccc(Oc2ccccc2)cc1 | 2 | -10 | 0.0 | -26 | 6.6 | -5 | -4 | 2
CC(C)CC#Cc1cnc2c(c1)C(=O)N([C@H](C)CO)C[C@@H](C)[C@H](CN(C)C(=O)c1ccc(F)cc1)O2 | -2 | 1 | -0.9 | -11 | 0.4 | -12 | -2 | -13
COc1ccc(S(=O)(=O)Nc2ccc3c(c2)[C@H]2C[C@@H](CC(=O)N(C)C)O[C@H](CO)[C@H]2O3)cc1 | / | / | 0.0 | -4 | / | 9 | 10 | /
COCCn1c(SC(C)C(=O)Nc2ccc(Cl)cn2)nnc1-c1ccncc1 (stereo unspecified) | -17 | / | 0.0 | 18 | / | -16 | 3 | /
CC(C)Cc1nc(C(N)=O)c2[nH]c(=O)n(-c3ccc(F)cc3)c2n1 | -8 | -8 | 0.3 | -1 | 0.0 | -5 | 5 | -11
Cc1cnc(C(=O)OCC(=O)NC2CCCCCCC2)cn1 | 4 | / | -0.1 | -3 | 3.6 | -17 | -2 | /
COc1ccc(NC(=O)c2ccc(N(C)S(C)(=O)=O)cc2)cc1OC | 0 | 14 | / | 6 | / | -7 | 1 | 16
C[C@H](CO)N1C[C@H](C)[C@H](CN(C)Cc2ccc3c(c2)OCO3)Oc2ccc(NC(=O)Nc3cccc4ccccc34)cc2C1=O | 11 | 8 | 0.7 | -2 | / | 30 | 4 | -4
COc1ccc(S(=O)(=O)Nc2ccc3c(c2)C(=O)N([C@@H](C)CO)C[C@@H](C)[C@H](CN(C)CC2CCCCC2)OCCCC[C@H](C)O3)cc1 | / | 7 | 0.0 | / | 0.0 | / | / | 13
CCc1ccc(Nc2nnc(SCC(=O)N(C)C3CCS(=O)(=O)C3)s2)cc1 (stereo unspecified) | 6 | -5 | 0.0 | 3 | / | -23 | -6 | -1
CCOC(=O)Cc1csc(NC(=O)C(C)c2ccc([N+](=O)[O-])cc2)n1 (stereo unspecified) | 2 | / | 0.0 | 0 | 2.2 | -14 | 6 | /
O=C(Nc1nccs1)c1ccc(Cl)s1 | -4 | 52* | -0.2 | 5 | / | -12 | -2 | 7
CC(C)NC(=O)N(C)C[C@@H]1OCCCC[C@H](C)Oc2ccc(NS(=O)(=O)c3ccc(Cl)cc3)cc2C(=O)N([C@H](C)CO)C[C@H]1C | -1 | -10 | 0.0 | -14 | -0.1 | 28 | 2 | -4
O=C(C[C@@H]1CC[C@H](NC(=O)c2cccc(F)c2)[C@H](CO)O1)NCc1ccc(Oc2ccccc2)cc1 | 4 | -2 | -0.1 | -4 | 0.9 | -1 | 1 | -2
CCC(C)NC(=O)c1cc(S(=O)(=O)N2CCCCC2)c[nH]1 (stereo unspecified) | 1 | -5 | 0.6 | 4 | 0.0 | -42 | 1 | 8
C[C@@H]1CN([C@H](C)CO)C(=O)c2cccc(NC(=O)c3ccncc3)c2O[C@H]1CN(C)CC1CCCCC1 | 2 | 5 | 0.2 | 1 | 0.2 | -4 | 0 | -13
Cc1nccn1CC(=O)N/N=C/c1cc(Br)cs1 | 2 | -8 | 0.2 | 2 | 0.0 | -8 | 0 | /
Cc1cccc(-c2nnc(-c3cccc4ccccc34)o2)c1 | 2 | 39 | 0.1 | -3 | 0.6 | -6 | -3 | 12
Cc1ccc([C@H]2C[C@@H](n3cc(COC(=O)c4ccccc4)nn3)[C@H](O)CN2Cc2cccs2)cc1 | 0 | -4 | 0.1 | -3 | -0.1 | -15 | 0 | 5
S=C(NCc1ccccc1)NC1CCSc2ccccc21 (stereo unspecified) | 1 | / | 0.0 | -1 | / | -14 | 4 | -14
Brc1cccc(Nc2nc(-c3cccnc3)cs2)c1 | 3 | 49* | 0.0 | -4 | / | -22 | 5 | 2
COc1ccc(/C=C/C(=O)NCC(=O)N/N=C/c2cccs2)cc1 | -6 | 3 | -0.2 | 14 | -0.2 | -11 | -4 | 7
CC(=O)Nc1ccccc1OCc1nnc(-c2ccccc2Cl)o1 | 4 | 11 | 0.0 | -5 | / | -15 | -1 | -6
CC(NC(=O)C(=O)NN=C1CCCCCC1)c1ccccc1 (stereo unspecified) | -6 | -2 | / | 13 | / | -6 | 1 | 6
Cc1ccc(SCCC(=O)OCC(=O)Nc2ccc(S(N)(=O)=O)cc2)cc1 | -1 | -7 | -0.1 | 1 | / | -1 | -2 | 1
CC(NC(=O)Nc1ccccc1Cl)c1ccc2c(c1)OCO2 (stereo unspecified) | -1 | / | 0.3 | -12 | / | -11 | -3 | -1
COc1ccc(/C=C/C(=O)N[C@H](C(=O)O)C(C)C)cc1 | 0 | / | 0.3 | -1 | 6.0 | -12 | 0 | /
C[C@@H]1CN([C@H](C)CO)C(=O)c2cc(NC(=O)CCN3CCOCC3)ccc2O[C@H]1CN(C)Cc1ccc(-c2ccccc2)cc1 | -1 | 5 | 0.9 | 11 | -0.2 | 1 | -1 | -1
O=C(C[C@@H]1C=C[C@H](NC(=O)CN2CCOCC2)[C@@H](CO)O1)NCCc1ccccc1 | -5 | 2 | -0.5 | 9 | -0.2 | 7 | 2 | 3
C[n+]1cccc(/C=N/Nc2nc(Cl)c(C#N)c(Cl)c2Cl)c1 | 8 | / | -0.1 | 2 | / | 20 | 3 | 29
CO[C@H]1O[C@H](CO)[C@@H](OC(=O)Nc2ccccc2)[C@H](OC(=O)Nc2ccc3c(c2)OCO3)[C@@H]1OC(=O)Nc1ccc2c(c1)OCO2 | 1 | / | / | -5 | / | -2 | -1 | -9
CC(C)(C)OC(=O)N1CCC[C@H]1C(=O)Nc1ccc(Br)cc1 | -4 | -2 | 0.0 | 0 | / | 4 | 0 | 14
New compounds follow
SMILES | ERp5 inh | esBAF inh | Xi reactivation | S100A4 MyoIIA | E-sel inducer | RAD52 anneal inh | ERAP1 HTS inh | RAD54 inh
C/C=C/c1ccc([C@H]2[C@@H](CO)N(C(=O)C3CC3)[C@@H]2CN(CC)C(C)=O)cc1 | -1 | -4 | 0.0 | 0 | -0.1 | -20 | 1 | 3
C[C@@H]1CCCCO[C@@H](CN(C)C(=O)Nc2cccc3ccccc23)[C@H](C)CN([C@H](C)CO)C(=O)c2cc(N(C)C)ccc2O1 | -1 | 4 | 0.1 | -3 | 0.1 | 42 | -3 | -5
O=S(=O)(N[C@H]1CC[C@H](CCn2cc(-c3cccc(F)c3)nn2)O[C@H]1CO)c1ccccc1 | 8 | 17 | -0.1 | -4 | -1.6 | -1 | -1 | 5
Cc1ccc(C)c(N2N=C(C(=O)Nc3ccccc3N3CCCC3)CCC2=O)c1 | 7 | -1 | 0.0 | -2 | -0.1 | -9 | 0 | -6

Random excerpt: 3 compounds from above
SMILES | ERp5 inh | esBAF inh | Xi reactivation | S100A4 MyoIIA | E-sel inducer | RAD52 anneal inh | ERAP1 HTS inh | RAD54 inh
Cc1ccc(C)c(N2N=C(C(=O)Nc3ccccc3N3CCCC3)CCC2=O)c1 | 7 | -1 | 0.0 | -2 | -0.1 | -9 | 0 | -6
C/C=C/c1ccc([C@H]2[C@@H](CO)N(C(=O)C3CC3)[C@@H]2CN(CC)C(C)=O)cc1 | -1 | -4 | 0.0 | 0 | -0.1 | -20 | 1 | 3
C[C@@H]1CCCCO[C@@H](CN(C)C(=O)Nc2cccc3ccccc23)[C@H](C)CN([C@H](C)CO)C(=O)c2cc(N(C)C)ccc2O1 | -1 | 4 | 0.1 | -3 | 0.1 | 42 | -3 | -5

Source: PubChem
